Assay outcomes deposited in PubChem by several laboratories.
MEX-5 binding = C. elegans MEX-5 TCR-2 RNA binding activity; Q9XUB2; MEX-5/FITC-TCR2 RNA binding, fluorescence polarization; active compounds read low; activity score (negative = inhibition of binding), % at 10 µM; hit rate 0.38% among 300,000;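 active means inhibition past about -25% in most replicates, and total fluorescence under double the plate's negative control median, limit read from the data; inconclusive means replicates evenly split on the limit, or fluorescence at least double controls; inactive means too little inhibition in most replicates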;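 further: 0% = DMSO and -100% = 5 µM competing unlabeled TCR2 RNA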
PAFAH1B2 inh = PAFAH1B2 (human) inhibition | P68402 | recombinant PAFAH1B2, FP-rhodamine activity probe, fluorescence polarization | inhibition, % at 3.39 µM | hit rate 1.2% among 340,000;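 active means inhibition above the mean of all tested compounds plus 3 SD, cut at about 24% in these data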;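 further: 0% = enzyme with DMSO and 100% = wells lacking PAFAH1B2; many of its hits are not listed in these tables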
Target sequence (P68402 whole entry, looked up): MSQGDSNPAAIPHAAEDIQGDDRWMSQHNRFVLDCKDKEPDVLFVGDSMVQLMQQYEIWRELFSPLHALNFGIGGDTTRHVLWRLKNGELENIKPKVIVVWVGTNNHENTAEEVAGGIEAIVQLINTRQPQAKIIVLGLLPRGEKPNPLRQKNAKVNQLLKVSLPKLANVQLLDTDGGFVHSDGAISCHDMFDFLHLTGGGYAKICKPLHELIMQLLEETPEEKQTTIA
pPAFAH inh = inhibitors of human plasma PAF acetylhydrolase (pPAFAH); AID 463082; recombinant pPAFAH, FP-rhodamine probe fluorescence polarization; hit rate 1.5% among 330,000; inhibition, % at 3.39 µM;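 active means inhibition above the mean inhibition across the screen plus 3 SD, cut at about 25% in these data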;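 further: inhibitors block binding of the rhodamine activity-based probe so polarization drops; 0% = enzyme with DMSO and 100% = wells lacking pPAFAH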
GLD-1 RNA inh = GLD-1-TGE RNA interaction inhibition (C. elegans). Q17339. purified GLD-1 + fluorescein TGE RNA, fluorescence polarization. inhibition, % at 5.96 µM. hit rate 0.44% among 320,000;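 active means percent inhibition above a per-plate cutoff, the plate mean of test compounds plus 3 SD, cut at about 30% in these data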;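 further: 0% = DMSO wells with GLD-1 and probe and 100% = wells lacking GLD-1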
Target sequence (Q17339 whole entry, looked up): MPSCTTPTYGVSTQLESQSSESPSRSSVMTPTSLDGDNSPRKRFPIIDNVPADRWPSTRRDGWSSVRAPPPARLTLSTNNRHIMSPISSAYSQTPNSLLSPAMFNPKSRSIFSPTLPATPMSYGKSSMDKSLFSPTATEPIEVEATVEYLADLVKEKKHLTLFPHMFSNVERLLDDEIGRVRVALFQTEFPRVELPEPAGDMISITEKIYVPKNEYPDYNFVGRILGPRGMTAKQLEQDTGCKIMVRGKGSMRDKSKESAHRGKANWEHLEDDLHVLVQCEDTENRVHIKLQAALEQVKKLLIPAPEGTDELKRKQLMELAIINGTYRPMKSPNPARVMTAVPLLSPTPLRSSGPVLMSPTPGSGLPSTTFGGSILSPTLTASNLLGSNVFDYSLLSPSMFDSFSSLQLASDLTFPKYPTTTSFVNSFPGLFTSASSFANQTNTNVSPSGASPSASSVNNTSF
PME-1 inh = blocks human protein phosphatase methylesterase 1 | Q9Y570 | hit rate 0.53% among 320,000 | inhibition, % at 5.9 µM | recombinant PME-1, FP-Rh probe fluorescence polarization;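 active means inhibition above the campaign mean of all compounds plus 3 SD, cut at about 26% in these data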;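 further: competitive labeling of PME-1 active site by serine hydrolase directed probe; 0% = PME-1 with DMSO and 100% = wells lacking PME-1 enzyme; inhibitors block probe labeling so polarization falls and inhibition rises; many of its hits are not listed in these tables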
MCL1 BIM primary = disrupts human MCL1 binding to BIM-BH3 peptide. Q07820. GST-MCL1 / FITC-Bim-BH3 fluorescence polarization. inhibition, % at 10.9 µM. hit rate 0.68% among 320,000. AID 2057;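 active means inhibition above the mean inhibition of all tested compounds plus 3 SD, set per campaign, cut at about 40% in these data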;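 further: 0% = DMSO wells and 100% = unlabeled Bim-BH3 peptide control; higher means more loss of mP so more displacement of Bim peptide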
Target sequence (Q07820 whole entry, looked up): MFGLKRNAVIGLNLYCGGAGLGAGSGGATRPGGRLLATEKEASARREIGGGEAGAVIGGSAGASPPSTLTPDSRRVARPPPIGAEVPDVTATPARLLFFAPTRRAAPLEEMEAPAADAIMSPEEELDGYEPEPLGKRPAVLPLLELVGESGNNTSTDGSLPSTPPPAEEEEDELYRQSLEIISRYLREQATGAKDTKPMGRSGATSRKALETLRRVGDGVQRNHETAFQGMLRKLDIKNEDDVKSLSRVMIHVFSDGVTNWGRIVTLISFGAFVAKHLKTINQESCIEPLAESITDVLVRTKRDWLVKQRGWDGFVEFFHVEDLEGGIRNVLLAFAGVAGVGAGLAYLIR
Fam108B inh = Fam108B inhibition, counter-screen for RBBP9 inhibitors | inhibition, % at 9.51 µM | hit rate 0.33% among 300,000 | recombinant Fam108B, FP-Rh probe fluorescence polarization;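 active means inhibition above the screen mean inhibition plus 3 SD, computed separately per campaign, cut at about 18% in these data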;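 further: inhibitors lower polarization as less probe binds the enzyme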
AHR act = activators of human aryl hydrocarbon receptor; activation, % at 5 µM; P35869; AHR-responsive luciferase reporter cells, luminescence; AID 2796; hit rate 2.5% among 320,000; in the data active means activation above about 47%;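 further: 0% = vehicle wells and 100% = reference agonist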
Bcl-xL primary = blocks human Bcl-xL binding to Bim BH3 peptide; Q07817; GST-Bcl-xL / FITC-Bim BH3 peptide fluorescence polarization; inhibition, % at 10.9 µM; hit rate 0.7% among 320,000; AID 2129;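 active means inhibition above the mean of all tested compounds plus 3 SD, cutoff set per campaign, cut at about 30% in these data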;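 further: 0% = DMSO wells and 100% = unlabeled Bim-BH3 peptide competitor; inhibitors lower millipolarization by displacing the labeled peptide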
* = called active by the depositor; ? = inconclusive; . = not tested or not shown; + = active, no number; & = joins results of further samples. Only part of the results is shown. The share of hits here may be higher or lower than overall.

SMILES	MEX-5 binding	PAFAH1B2 inh	pPAFAH inh	GLD-1 RNA inh	PME-1 inh	MCL1 BIM primary	Fam108B inh	AHR act	Bcl-xL primary
COc1ccccc1/C=N/N=C(/N)N[N+](=O)[O-]	-2.0	3	5	4	-4	4	2	13	2
Cc1cc(N2CCN(C)CC2)nc2ccccc12	1.5	3	4	-12	4	0	-1	3	1
BrCC1C[n+]2c(SCc3ccccc3)nc3sc4c(c3c2O1)CCCC4 (stereo not given)	.	6	-2	10	0	-1	4	0	2
CCOC(=O)c1cc(C)sc1/N=C/C1C(=O)NC(=S)NC1=O	-2.9	-7	0	-14	-3	-29	-1	0	-16
O=P(Nc1cccc(F)c1)(Oc1ccccc1F)Oc1ccccc1F	-1.5	0	-1	5	-2	8	-2	4	6
O=P(NS(=O)(=O)c1ccc(Br)cc1)(Oc1ccccc1)Oc1ccccc1	-4.3	78*	4	3	-3	-4	-2	0	0
COC(=O)C(C)Oc1cc(C)cc2oc(=O)c3c(c12)CCCC3 (stereo not given)	3.4	4	1	1	4	-5	0	-1	2
CC(C)(C)c1ccc(O)c(N=Cc2c(O)ccc3ccccc23)c1	-4.8	5	19	-51	1	-92	9	64*	-38
CCN1CCN(S(=O)(=O)c2ccc(Cl)nc2)CC1	2.0	8	1	4	-2	4	4	0	5
COC(=O)C1=C(c2ccc(Cl)c(C(F)(F)F)c2)C[C@@H]2CC[C@H]1N2C(=O)NC(C)C	.	3	2	-1	4	9	.	-2	2
COC(=O)C1=C(c2cccc(C#N)c2)C[C@@H]2CC[C@H]1N2C(=O)NCCOc1ccc(OC)cc1	.	1	-2	-8	2	5	.	0	2
CC1CCN(CC(=O)c2cccc(C(F)(F)F)c2)CC1	0.0	2	-1	-2	5	-2	3	8	5
CC(=O)N1CC(=O)Nc2ccc(Cl)cc2C1c1ccccc1 (stereo not given)	1.7	5	0	-2	0	-2	7	1	5
O=C1CC(N2CC=C(c3ccccc3)CC2)C(=O)N1c1ccc(F)cc1 (stereo not given)	-1.6	-3	3	11	-1	3	3	2	8
COc1ccc(OC)c([C@@H](O)[C@H](C)NC(C)(C)C)c1	0.6	2	-1	1	1	-7	-1	2	0
O=c1[nH]c(=O)n(Cc2ccccc2Cl)c(O)c1C=Nc1ccc(F)cc1	-7.6	-3	5	5	-2	28	1	3	0
CC1CCC(C)(NS(=O)(=O)OCC(Cl)(Cl)Cl)CC1 (stereo not given)	3.8	45*	33*	2	5	9	5	-1	5
C[N+]1(C)C2CCC1CC(OC(=O)c1ccccc1)C2 (stereo not given)	-0.1	2	-2	-2	2	-19	4	1	-10
C=CCN1CC[C@]23c4c5ccc(O)c4OC2C(O)C=CC3[C@H]1C5 (stereo not given in full)	.	5	1	2	.	.	.	-1	.
CN(N)N=Nc1nc2c([nH]1)c(=O)n(C)c(=O)n2C	-11	3	1	5	2	0	1	1	3
O=C1NC(=O)C(CCc2ccncc2)(C2CCCCC2)C(=O)N1	1.6	21	7	-7	4	-1	0	1	1
Cc1cc(=O)oc2cc(OCC(=O)N3CCN(Cc4ccc5c(c4)OCO5)CC3)ccc12	-0.5	1	1	-1	4	-11	-2	-2	6
C[N+]1(C)[C@@H]2CC[C@H]1CC(OC(=O)C(c1ccccc1)c1ccccc1)C2 (stereo not given in full)	2.2	4	8	-5	-5	-20	-3	0	-4
CC(C)N(Cc1ccco1)/N=C/c1c(O)n(Cc2ccccc2)c(=O)[nH]c1=O	2.3	4	-6	4	-5	6	2	2	4
C[C@H]1CC2C3CC=C4C[C@@H](O)CC[C@]4(C)C3CC[C@]2(C)[C@H]1O (stereo not given in full)	.	3	0	2	.	.	.	0	.
CCOC(=O)C1=C(N)Oc2cc(C)oc(=O)c2C12C(=O)N1c3c(cccc32)C(C)CC1(C)C (stereo not given)	-1.4	-4	-7	5	1	6	4	6	0
O=C(NCCN1CCOCC1)c1ccc(Cl)nc1Cl	-0.4	-1	2	-7	2	-2	1	-4	-3
CC12CN3CC(C)(CN(C1)C3c1cccs1)C2=O (stereo not given)	2.0	4	0	0	7	10	10	-1	4
Cc1ccccc1N1C(=O)NC(=O)/C(=C/c2ccc(N3CCOCC3)o2)C1=O	?	-3	-10	-190	-10	-147	-1	4	-107
CCC(=O)c1cc(F)c(N2CCN(CC)CC2)cc1C	1.4	2	4	1	3	4	3	2	7
CCCCn1c(O)c(C(CC)=NCc2ccco2)c(=O)[nH]c1=O	0.9	2	0	4	6	-1	-1	3	2
COC(=O)[C@@H]1[C@@H](C(=O)OC)C2(c3ccccc3-c3ccccc32)N(c2ccc(Cl)cc2)N1C#N	4.5	4	2	2	1	9	-7	-1	1
Cc1ccc2c(c1)N(C(C)C(=O)N1CCC3(CC1)OCCO3)C(=O)CO2 (stereo not given)	-0.3	8	6	2	3	0	4	-1	1
CCCC(=O)NC(Oc1ccc(OC)cc1)C(Cl)(Cl)Cl (stereo not given)	-0.5	4	-5	0	-2	8	-1	1	-1
Cn1c[n+](C)cc1C(O)c1ccccc1 (stereo not given)	-0.1&-2.1	-3&2	3&-3	-1&1	5&-1	-11&-23	12&2	1&0	-3&-14
O=C(NC(Cc1ccccc1)C(=O)N1CCC2(CC1)OCCO2)C1CCCCC1 (stereo not given)	0.9	4	5	-2	4	2	0	-3	4
c1ccc2c(CN3CCCCCC3)c[nH]c2c1	2.0	1	-1	0	1	-6	2	1	-2
O=[N+]([O-])c1ccccc1CCl	.	-5	-4	-5	-7	5	.	1	3
CCN1/C(=C\C=C\C2=[N+](CC)c3ccccc3C2(C)C)C(C)(C)c2ccccc21	?	-283	-171	+	-243	+	-373	-18	+
CCN1CCN(C(=O)Cc2c(C)n(C(=O)c3ccc(Cl)cc3)c3ccc(OC)cc23)CC1	1.1	-1	17	-3	5	-1	1	1	0
CC(C)(C#CC(=O)O)OOC(c1ccccc1)(c1ccccc1)c1ccccc1	1.1	9	31*	-1	-5	9	3	1	5
COC(=O)C1=C(c2cc3ccccc3s2)C[C@@H]2CC[C@H]1N2C(=O)N1CCC(O)CC1	0.1	6	-4	4	-1	10	2	-2	3
COC(=O)CC1=C(C(=O)OC)C2(C(=O)N(C)c3ccccc32)C(C#N)=C(N)O1 (stereo not given)	1.8	4	1	-1	1	11	-1	14	14
O=c1cccc2n1CC1CC2CN(c2nc(N3CCCCC3)nc(N3CCCCC3)n2)C1 (stereo not given)	2.3	0	-6	7	-2	0	-5	2	3
Cn1c(=O)cc(OCCCC(=O)N2CCC3(CC2)OCCO3)c2ccccc21	1.2	-3	1	0	3	4	-4	1	3
O=C(COc1ccccc1)N1CCN(Cc2c[nH]c3ccccc23)CC1	-0.1	5	4	2	8	-2	-4	13	-1
Cc1cccc(OCC(=O)N2CCN(Cc3ccc4c(c3)OCO4)CC2)c1	-0.9	8	4	-4	-1	8	4	1	5
CCn1cc(C(=O)c2cccs2)c2ccccc21	-2.0	-2	4	8	-4	-5	1	49*	1

For convenience, some entries already given.
SMILES	MEX-5 binding	PAFAH1B2 inh	pPAFAH inh	GLD-1 RNA inh	PME-1 inh	MCL1 BIM primary	Fam108B inh	AHR act	Bcl-xL primary
COc1ccccc1/C=N/N=C(/N)N[N+](=O)[O-]	-2.0	3	5	4	-4	4	2	13	2
Cc1cc(N2CCN(C)CC2)nc2ccccc12	1.5	3	4	-12	4	0	-1	3	1
BrCC1C[n+]2c(SCc3ccccc3)nc3sc4c(c3c2O1)CCCC4 (stereo not given)	.	6	-2	10	0	-1	4	0	2
CCOC(=O)c1cc(C)sc1/N=C/C1C(=O)NC(=S)NC1=O	-2.9	-7	0	-14	-3	-29	-1	0	-16
O=P(Nc1cccc(F)c1)(Oc1ccccc1F)Oc1ccccc1F	-1.5	0	-1	5	-2	8	-2	4	6
O=P(NS(=O)(=O)c1ccc(Br)cc1)(Oc1ccccc1)Oc1ccccc1	-4.3	78*	4	3	-3	-4	-2	0	0
COC(=O)C(C)Oc1cc(C)cc2oc(=O)c3c(c12)CCCC3 (stereo not given)	3.4	4	1	1	4	-5	0	-1	2
CC(C)(C)c1ccc(O)c(N=Cc2c(O)ccc3ccccc23)c1	-4.8	5	19	-51	1	-92	9	64*	-38
CCN1CCN(S(=O)(=O)c2ccc(Cl)nc2)CC1	2.0	8	1	4	-2	4	4	0	5
COC(=O)C1=C(c2ccc(Cl)c(C(F)(F)F)c2)C[C@@H]2CC[C@H]1N2C(=O)NC(C)C	.	3	2	-1	4	9	.	-2	2

Continuation.
SMILES	MEX-5 binding	PAFAH1B2 inh	pPAFAH inh	GLD-1 RNA inh	PME-1 inh	MCL1 BIM primary	Fam108B inh	AHR act	Bcl-xL primary
COC(=O)C1=C(c2ccc(F)cc2OCc2ccccc2)C[C@@H]2CC[C@H]1N2C(=O)NCc1ccc(Br)cc1	.	4	6	-1	-7	-8	.	-1	2
O=C(O)c1ccccc1NC(=O)C1C2CCC(O2)C1C(=O)O (stereo not given)	-0.7	.	4	-10	3	-1	1	2	2
CCC[N+]12CCC(CC1)C(=C(c1ccccc1)c1ccccc1)C2	-2.7	2	-9	4	0	-2	-6	-1	2
CCn1ccnc1CN1CCCC(C(=O)c2ccc(SC)cc2)C1 (stereo not given)	0.6	4	6	4	5	0	3	1	4
CCOC(=O)[C@@]1(C#N)C(c2ccc(Cl)c(Cl)c2)[C@H](C(N)=O)N2C=C(C(C)=O)C=C[C@H]21 (stereo not given in full)	-56*	4	18	5	-3	0	5	4	11
C=CCn1c(O)c(C(C)=NCC2CCCO2)c(=O)[nH]c1=O (stereo not given)	-1.6	.	0	4	4	10	1	0	4
CC1CCCC(C2(O)C(=O)Nc3ccccc32)C1=O (stereo not given)	-2.0	4	3	-6	-1	-18	-1	6	-8
CCN(CC)c1ccc(CNCCc2ccc(F)cc2)cc1	-0.3	7	0	0	4	-3	7	2	4
COc1cc2c(c(OC)c1OC)-c1ccc(O)c(=O)cc1[C@@H](N)CC2	.	3	3	5	3	0	2	0	-3
O=[N+]([O-])c1ccc(CN2CC=C(c3ccccc3)CC2)cc1	-1.8	1	3	-1	2	-4	-1	3	0
COC(=O)c1c2[n+](cc3cc(OC)c(OC)cc13)CCc1cc(OC)c(OC)cc1-2	-0.2	6	-3	0	3	2	3	1	10
Cc1cc(C)cc(NC(=S)NC2CC3CCCC(C2)N3Cc2cccs2)c1 (stereo not given)	-1.1	1	1	5	-2	-1	-2	2	0
COc1ccc(NC(=O)N2CCC3(CC2)OCCO3)cc1OC	0.4	2	-5	1	2	4	2	1	8
